OXTR agonist: human OXTR agonists, primary screen, fluorescence, CHO-OTR cells, Fluo-8 calcium | Oxytocin receptor (Homo sapiens), P30559 | Fluo-8 calcium fluorescence; normalized: DMSO 0%, oxytocin 100% | activation, % at 3 µM | 320,000 tested, 0.32% active | AID 2435, 2010;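 active = activation above the mean of all tested compounds plus 3 SD, cutoff set per screening run, cut at about 20% in these data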;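 also: peak over basal fluorescence ratio from a 100 s FLIPR kinetic read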
Target sequence (P30559 whole entry, looked up): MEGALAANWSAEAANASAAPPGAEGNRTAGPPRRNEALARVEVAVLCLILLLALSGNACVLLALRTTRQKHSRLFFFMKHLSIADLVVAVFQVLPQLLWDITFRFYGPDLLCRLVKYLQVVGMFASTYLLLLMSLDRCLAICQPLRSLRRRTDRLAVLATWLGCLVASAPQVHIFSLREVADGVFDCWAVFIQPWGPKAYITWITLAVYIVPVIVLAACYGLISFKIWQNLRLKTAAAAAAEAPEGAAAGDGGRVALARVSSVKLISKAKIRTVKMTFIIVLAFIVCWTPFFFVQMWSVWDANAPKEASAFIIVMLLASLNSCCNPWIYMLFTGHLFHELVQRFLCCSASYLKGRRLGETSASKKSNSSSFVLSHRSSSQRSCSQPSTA
PHOSPHO1 block: PubChem AID 1565 | inhibition, % at 13.3 µM | Phosphoethanolamine/phosphocholine phosphatase (Homo sapiens), Q8TCT1 | 290,000 tested, 1.1% active | recombinant PHOSPHO1, absorbance phosphatase assay; in the data active = inhibition above about 60%
Target sequence (Q8TCT1 whole entry, looked up): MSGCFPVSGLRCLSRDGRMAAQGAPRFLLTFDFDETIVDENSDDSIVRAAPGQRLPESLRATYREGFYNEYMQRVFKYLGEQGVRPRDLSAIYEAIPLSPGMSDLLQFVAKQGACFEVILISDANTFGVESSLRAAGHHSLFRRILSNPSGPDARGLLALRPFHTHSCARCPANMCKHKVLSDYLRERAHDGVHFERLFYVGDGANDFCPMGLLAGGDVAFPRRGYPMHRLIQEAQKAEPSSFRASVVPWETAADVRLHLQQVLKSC
MEKK2wt PB1 HTS: modulators of MEK5 binding to wildtype MEKK2, primary screen, biochemical, multiplex bead flow cytometry, Alexa488-MEK5; Mitogen-activated protein kinase kinase kinase 2 (Homo sapiens), Q9Y2U5; Alexa488-MEK5 binding to MEKK2 WT; actives lie on both sides; binding response (% of control), % at 10 µM; 290,000 tested, 1.1% active; in the data active = binding response below about 67% or above about 130%
FID counter: compounds displacing fluorescent DNA intercalator, primary screen, artefact control for HCV NS3 helicase inhibitor project, biochemical, FID fluorescence. AID 1845, 2009. DNA fluorescent intercalator displacement. inhibition, % at 7.9 µM. 290,000 tested, 0.17% active; in the data active = inhibition above about 37%;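 also: 0% = vehicle and 100% = reference compound; higher means more ethidium bromide displaced from hairpin DNA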
GPR7 antag: GPR7 receptor antagonists, primary screen, cell-based, fluorescence, single concentration; 290,000 tested, 1.1% active; GPR7-expressing cells, fluorescence antagonist assay; inhibition, % at 4.4 µM; AID 1861, 2009; Neuropeptides B/W receptor type 1 (Homo sapiens), P48145; in the data active = inhibition above about 16%, passing the limit was not always enough;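 also: cells stimulated with the agonist NPW; 0% = agonist with vehicle and 100% = vehicle without agonist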
Target sequence (P48145 whole entry, looked up): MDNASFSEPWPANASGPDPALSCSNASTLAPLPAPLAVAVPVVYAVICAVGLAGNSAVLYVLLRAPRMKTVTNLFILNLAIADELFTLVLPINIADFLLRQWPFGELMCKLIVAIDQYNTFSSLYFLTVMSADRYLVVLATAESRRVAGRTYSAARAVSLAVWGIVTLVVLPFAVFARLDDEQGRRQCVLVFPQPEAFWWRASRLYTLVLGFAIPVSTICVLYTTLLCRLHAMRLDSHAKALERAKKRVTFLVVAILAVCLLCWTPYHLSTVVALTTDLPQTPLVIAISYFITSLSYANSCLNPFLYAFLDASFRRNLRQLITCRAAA
NALP1 inh: NALP1 inflammasome inhibitors in reconstituted yeast, colorimetric, S. cerevisiae, triplicate retest; S. cerevisiae NALP1/ASC/caspase-1 growth, X-gal OD620, 72 h; inhibition, % at 10 µM; 280,000 tested, 0.61% active; AID 2071, 2009; in the data active = inhibition mostly above about 24%, no sharp cut-off; inactive = mostly below about 32%; also: some compounds called inactive have numbers as strong as hits
MEKK2 mut-MEK5: MEK5 binding signal on mutant MEKK2 PB1, primary screen, biochemical, multiplex bead flow cytometry, Alexa488-MEK5. AID 1530, 2009. Alexa488-MEK5 binding to MEKK2 mutant. 290,000 tested, 0.35% active. percent response, % at 10 µM; in the data active = percent response above about 24%, passing the limit was not always enough; also: inactives centre near 1; some results filed as inactive read as strong as hits; reference of the scale not given here
MEKK3 PB1 HTS: modulators of MEKK3-MEK5 PB1 binding, primary screen, biochemical, wildtype MEKK3, multiplex bead flow cytometry, Alexa488-MEK5; binding response (% of control), % at 10 µM; bead-based flow cytometry, Alexa488-MEK5 binding to MEKK3; actives lie on both sides; 0 = blocked by unlabeled MEK5, 100 = vehicle; Mitogen-activated protein kinase kinase kinase 3 (Homo sapiens), Q99759; 290,000 tested, 1.4% active; AID 1529, 2009;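 active = binding response more than 3 SD above or below the average of its plate-row segment, actives on both sides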;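 also: Alexa488 bead fluorescence after subtracting the streptavidin-only scavenger bead signal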
PfM18AAP inh: PfM18AAP inhibitors, malaria aminopeptidase, primary screen, biochemical, QFRET, recombinant enzyme; H-Glu-NHMec fluorogenic cleavage; inhibition, % at 7.35 µM; 290,000 tested, 1.2% active; AID 1822, 2009;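 active = inhibition above the campaign mean inhibition over all tested compounds plus 3 SD, cut at about 28% in these data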;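 also: 0% = plate median of test compound wells and 100% = 2 mM ZnCl2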
The depositor's hits bear a star; nt = no result given; [ ] = remark or other dose.

SMILES	OXTR agonist	PHOSPHO1 block	MEKK2wt PB1 HTS	FID counter	GPR7 antag	NALP1 inh	MEKK2 mut-MEK5	MEKK3 PB1 HTS	PfM18AAP inh
O=C(Cn1c(=O)sc2ccccc21)Nc1ccc2c(c1)OCCO2	1.1	9	103	-5	-4	-7	0	101	-21
Cc1ccc(Nc2nc(CSc3nnc(-c4cccnc4)n3-c3ccccc3F)cs2)cc1	-2.2	-18	108	-23	-10	14	1	99	17
Cc1cc(NC(=O)c2c([N+](=O)[O-])cnn2C)no1	0.5	-140	100	-1	-3	-15	9	103	-9
Cc1nn(-c2ccccc2)c(N)c1C1(O)C(=O)Nc2ccc([N+](=O)[O-])cc21 (configuration not stated)	1.4	37	105	3	-6	10	-3	101	0
CCN(CC)S(=O)(=O)c1ccc(NC(=O)C(C)N(c2ccccc2)S(C)(=O)=O)cc1 (configuration not stated)	2.0	3	103	-24	-6	8	-3	103	-6
Cc1ccc(CCNC(=O)C2CCC(=O)N2Cc2ccc(F)cc2)cc1 (configuration not stated)	0.0	34	110	-17	-9	-46	9	106	-13
O=C1CN(C(=O)COC(=O)CCC(=O)c2ccc3c(c2)OCCO3)c2ccccc2N1	0.8	-7	103	-17	-6	4	5	102	-4
Fc1ccccc1CNc1cc(Cl)cc(Cl)c1	-1.7	42	92	0	9	8	-3	96	-16
CCn1c(=O)cc(OCC(=O)NCCc2ccc(OC)c(OC)c2)c2ccccc21	-1.2	42	108	-33	-15	-1	7	104	4
C/C(CC(=O)NC(C)(C)C)=N\NC(=O)COc1ccc(C)cc1Br	-0.4	32	96	-9	-17	-7	-5	105	-1
Cc1cccc(C(=O)N2CCC(=O)N(C(COCc3ccc(Cl)cc3)Cc3ccccc3)CC2)c1 (configuration not stated)	-1.0	-14	95	-41	6	32	-1	95	-10
C=CCOc1c(Br)cc(/C=N/NC(=O)Cc2ccc(C(F)(F)F)cc2[N+](=O)[O-])cc1OC	0.7	-4	99	-4	-1	6	0	98	0
O=C(Nc1ncc(Cc2ccccc2)s1)C1CCCO1 (configuration not stated)	-0.8	2	102	-5	-5	20	0	99	1
O=C(NCc1ccccc1)C(c1ccco1)N(C(=O)c1ccccn1)c1ccccc1 (configuration not stated)	0.0	46	104	-27	-4	-4	0	101	11
C/C=C(\C)C(=O)NCCN1C2=NC[C@H](C)N2C[C@@H]1Cc1ccc(OC)cc1	0.8	-3	108	9	-9	4	7	98	-6
Cc1c(C(=O)OC2CCCC2C)[nH]c2c1C(=O)CCC2 (configuration not stated)	-0.4	-6	98	-13	-3	15	-4	95	-1
O=C(NCc1ccccc1)c1ccc2ccccc2n1	-2.0	23	107	-21	8	21	5	107	6
Cc1cc2nc3c(=O)n(CCc4ccccc4)c(=O)[nH]c3nc2cc1N	64*	3	100	-5	-1	nt	4	107	34*
CCn1c(C(C)NC(=O)c2ccc(C)cc2)n[nH]c1=S (configuration not stated)	-1.1	5	99	1	-6	10	0	103	24
COc1ccc(-c2nnnn2C)cc1S(=O)(=O)Nc1ccc(C)cc1C	0.3	6	106	-16	-13	5	9	104	-1
CC(C)(C)NC(=O)NC(=O)COC(=O)C1(C)CC1(Cl)Cl (configuration not stated)	-1.9	3	93	0	4	-2	-6	97	3
Cn1cc(-c2nnnn2-c2ccccc2)c(=O)c2ccccc21	-0.7	31	108	-5	-12	22	5	110	-1
CNC(=O)/C(=C\c1ccco1)NC(=O)c1ccco1	1.1	19	107	-6	-1	-24	7	107	-5
CC(C)=CCN1CCN(Cc2cc(F)ccc2-n2nc(C)cc2C)CC1CCO (configuration not stated)	-1.4	-8	91	8	17	-1	-4	97	4
COc1ccc(NC(=O)COC(=O)CC2CC3CCC2C3)c([N+](=O)[O-])c1 (configuration not stated)	-2.1	16	98	-2	-8	30	0	110	-5
O=C(CSc1nc2ncc(Br)cc2[nH]1)c1ccc([N+](=O)[O-])cc1	-0.3	-18	101	0	-8	28	0	132*	0
O=C(Oc1ccccc1C(=O)N1CCOCC1)c1ccc(F)cc1	0.5	32	101	-7	-19	3	-1	102	-5
O=c1c2c3c(sc2nc2n1CCCCC2)CCCCC3	-1.4	-10	97	-10	-11	26	2	102	2
CCOC(=O)c1[nH]c(C)c(/C(O)=C2\C(=O)C(=O)N(CCN(C)C)C2c2ccncc2)c1C (configuration not stated)	0.2	25	103	1	-10	10	-2	104	3
CC/C(=N\NC(=O)c1ccc(Br)cc1)c1ccccc1	-0.6	41	105	-7	-20	3	6	104	2
COc1ccc(CN2CC(C(=O)NCc3cccc(OC)c3)CC2=O)cc1 (configuration not stated)	-1.6	31	104	-6	-11	16	-6	104	-7
CCCCN1C(=O)C(=Nc2cccc3cnccc23)c2ccccc21	-0.9	37	101	3	4	18	-2	100	16
N=c1oc2ccc([N+](=O)[O-])cc2cc1C(=O)NCc1ccccc1	1.6	3	107	4	-10	3	9	110	-9
Cc1ccc(-c2nnc(SCC(=O)Nc3sc(C)c(C)c3C#N)n2C)cc1	-1.3	-9	101	-10	-8	5	1	101	6
NC(=O)N/N=C/c1cccc(OCc2ccc(F)cc2)c1	0.8	-31	92	-7	4	24	-6	99	-7
CCCCC(=O)NC(NC(=O)CCCC)c1ccc(OCC(C)C)c(OC)c1	-0.3	7	102	-2	-9	24	-2	99	-3
C=CCn1c(SCC(=O)Nc2ccc(C)cc2C)nnc1-c1cccnc1	-0.4	13	111	-14	-1	0	14	108	-7
O=C1C2CCCCN2C(=O)N1CCCCN1CCN(c2cccc(Br)c2)CC1 (configuration not stated)	0.1	nt	109	-3	-14	nt	6	105	2
Cc1nc(CNS(=O)(=O)c2ccc3c(c2)CCCC3)cs1	0.6	8	98	-8	0	nt	5	97	-1
Cc1cc2cc(CNC(=O)NC3CCCCC3)ccc2[nH]1	-1.1	24	nt	-4	-15	11	51*	62*[inhibitor]	4
Cc1cccc(NC(=S)N=Nc2c(O)n(CN3CCOCC3)c3ccccc23)c1C	-1.6	-3	99	-7	-14	-14	0	109	6
CN(CCNS(=O)(=O)c1ccc2c(c1)oc(=O)n2C)Cc1ccccc1	-0.4	13	106	8	7	nt	3	99	-1
COc1cccc(C2C3=C(N=c4s/c(=C\c5ccc(OCC(=O)O)cc5)c(=O)n42)c2ccccc2CC3)c1 (configuration not stated)	-0.5	22	92	-15	-14	nt	1	102	19
CCOC(=O)CC(=O)CSc1nccc(-c2cccnc2)n1	-0.6	13	54	-10	-11	nt	-23	43*[inhibitor]	6
Cc1cc(C)n2nc(C(=O)N3CCCC(Nc4ccc(F)c(F)c4)C3)cc2n1 (configuration not stated)	-0.8	23	99	-20	-12	5	2	96	5
O=C(NNc1nc2c(F)cc(F)cc2s1)c1ccccc1	4.0	6	98	-5	5	-16	-2	101	39*
Cc1ccc(NC(=O)C(=S)NCc2ccco2)cc1	-1.8	-113	98	-1	-3	-8	2	100	-7
O=C(Nc1nc2ccccc2c(=O)s1)c1ccc(F)cc1Cl	-1.3	27	99	-4	32	6	-1	102	11

In the list so far, 6 contain an NH in an aromatic ring:
SMILES	OXTR agonist	PHOSPHO1 block	MEKK2wt PB1 HTS	FID counter	GPR7 antag	NALP1 inh	MEKK2 mut-MEK5	MEKK3 PB1 HTS	PfM18AAP inh
Cc1c(C(=O)OC2CCCC2C)[nH]c2c1C(=O)CCC2 (configuration not stated)	-0.4	-6	98	-13	-3	15	-4	95	-1
Cc1cc2nc3c(=O)n(CCc4ccccc4)c(=O)[nH]c3nc2cc1N	64*	3	100	-5	-1	nt	4	107	34*
CCn1c(C(C)NC(=O)c2ccc(C)cc2)n[nH]c1=S (configuration not stated)	-1.1	5	99	1	-6	10	0	103	24
O=C(CSc1nc2ncc(Br)cc2[nH]1)c1ccc([N+](=O)[O-])cc1	-0.3	-18	101	0	-8	28	0	132*	0
CCOC(=O)c1[nH]c(C)c(/C(O)=C2\C(=O)C(=O)N(CCN(C)C)C2c2ccncc2)c1C (configuration not stated)	0.2	25	103	1	-10	10	-2	104	3
Cc1cc2cc(CNC(=O)NC3CCCCC3)ccc2[nH]1	-1.1	24	nt	-4	-15	11	51*	62*[inhibitor]	4

(cont.)
SMILES	OXTR agonist	PHOSPHO1 block	MEKK2wt PB1 HTS	FID counter	GPR7 antag	NALP1 inh	MEKK2 mut-MEK5	MEKK3 PB1 HTS	PfM18AAP inh
CN(c1ccc(OCC(=O)OCC(=O)NCc2ccco2)cc1)S(=O)(=O)c1ccc2ccccc2c1	0.4	48	98	-18	-8	-12	-3	98	4
O=S1CC/C(=N\O)c2ccccc21 (configuration not stated)	1.0	-14	104	0	1	4	5	104	2
Cc1ccccc1-c1noc(CCC(=O)NCc2ccco2)n1	-1.3	17	98	-7	-6	nt	-1	95	13
CC(OC(=O)CNS(=O)(=O)/C=C/c1ccccc1)C(=O)Nc1ccc(S(=O)(=O)N2CCCC2)cc1 (configuration not stated)	-1.8	-3	105	-28	12	31	5	115	0
C[C@H](NC(=O)c1ccco1)C(=O)N1CCCC1	0.0	16	100	-5	-12	20	1	99	2
COc1ccc(C(=O)N/N=C(/C)c2cccc(NC(=O)c3ccccc3F)c2)cc1	-0.6	37	98	-24	-8	13	4	98	2
CCOc1ccc(NC(=O)CC2C(=O)N(c3ccccc3)C(=O)N2Cc2ccco2)cc1 (configuration not stated)	-1.8	34	101	-9	-7	11	2	101	6
N=C1C(c2ccccc2)=C(O)CN1CCO	0.1	41	102	-1	-15	-2	4	104	2
Cc1ccc(C)c(C(=O)NC(C)CCc2ccccc2)c1 (configuration not stated)	-2.6	24	107	-15	2	7	0	123	-12
CSc1nnc(-c2cccs2)n1-c1ccccc1	-1.7	4	94	-5	-11	7	-1	95	-4
CCCn1nc(NS(=O)(=O)c2ccccc2[N+](=O)[O-])c2cc3ccccc3nc21	-0.2	15	103	-38	-7	-26	4	102	4
N#CCCN1CCN(C(=S)c2ccc(-c3cc(Cl)ccc3Cl)o2)CC1	-0.6	74*	nt	0	-1	13	nt	nt	2
COc1ccc(NC(=O)COC(=O)c2cccc(S(=O)(=O)N(C)C)c2)cc1	nt	-32	94	-4	1	-1	-6	105	0
CN(CC(=O)N1CCCCC1)S(=O)(=O)c1ccc(Cl)cc1	0.2	20	98	-4	-17	21	-1	100	0
CCN(CC)C(=O)COc1ccc(N(C)S(=O)(=O)c2ccc(NC(C)=O)cc2)cc1	0.0	32	92	-20	2	14	-5	87	-2
CCN(CC)C(=O)/C(=C/c1ccc(F)cc1)NC(C)=O	3.1	0	101	-2	-11	19	-2	99	-1
C#CCOc1c(/C=C\c2nc(O)c([N+](=O)[O-])c(=O)[nH]2)cc(Br)cc1OC	-0.2	14	107	-17	-12	6	7	104	7
Cc1c(NC(=O)CSc2nnc(N)s2)c(=O)n(-c2ccccc2)n1C	-0.1	1	106	-4	-6	18	28	112	-1
CCSc1nnc(NC(=O)c2cc3c(s2)CCCC3)s1	-0.6	-38	99	1	-5	18	10	100	-1
CC(C)C(=O)NNC(=O)c1ccccn1	0.3	0	103	2	-14	9	2	125	-10
COc1ccc(-c2nc(SC)n(C(=O)c3ccco3)n2)cc1	-1.6	-1	107	2	-6	8	3	109	-2
COc1ccccc1Cc1noc(-c2cc(Cl)ccc2OC)n1	0.2	-5	103	-2	0	22	0	102	1
NNC(=O)CSc1cccc2cccnc12	-0.2	21	97	-17	11	4	0	95	15
